STAT1 inh = inhibitors of IFN-gamma induced STAT1 signaling. NIH 3T3 STAT1-luciferase reporter, luminescence. inhibition, % at 5.5 µM. 200,000 tested, 0.35% active;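 active = inhibition above a set limit, the mean inhibition across all tested compounds plus 3 SD, cut at about 34% in these data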;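 note: 0% = IFN-gamma with DMSO and 100% = IFN-gamma with 300 µM nifuroxazide; values of inactives mirror those of a sister screen read the other way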
APP 5'UTR act = APP 5'UTR luciferase reporter activation; SH-SY5Y APP 5'UTR luciferase reporter, luminescence; zero percent = DMSO vehicle wells; activation, % at 2 µM; AID 1276; 190,000 tested, 1% active;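 active = activation above a set limit, based on mean plus 3 SD of controls, cut at about 140% in these data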; note: values of inactives mirror those of a sister screen read the other way
Hsp70 activator = switches on Hsp70 transcription; HeLa Hsp70 promoter luciferase reporter, luminescence; scaled: vehicle 0, proteasome-inhibitor control 100%; 200,000 tested, 0.04% active; activation, % at 10 µM;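 active = activation above the mean across all tested compounds plus 3 SD, cutoff set per campaign, cut at about 5.5% in these data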;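 note: 100% = MG132 at 30 µM as the positive control and 0% = DMSO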
HMGR II inh = inhibitors of class II HMG-CoA reductase from Enterococcus faecalis; purified E. faecalis HMGR, NADPH absorbance 340 nm kinetic; inhibition, % at 10 µM; 190,000 tested, 0.41% active;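 active = inhibition above a set limit, the median over all tested compounds plus 3 SD, cut at about 9.5% in these data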;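 note: enzyme runs in reverse so mevalonate oxidation gives rising NADPH absorbance; 0% = complete reaction with DMSO and 100% = background rate lacking mevalonate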
DTT redox prof = compounds producing H2O2 with reducing agent – biochemical, NIH compound library profiling, artefact control for MLSCN library redox annotation, primary screen. DTT-dependent redox cycling H2O2, phenol red/HRP absorbance; 100% = 100 µM peroxide control, 0% = buffer. activation, % at 10 µM. 200,000 tested, 0.03% active. AID 878;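 active = activation of at least 50% relative to the plate's high and low controls in the primary single-dose screen; inactive = activation below 50%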;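 note: compound incubated with DTT at 0.8 mM final as the reducing agent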
STAT1 activator = STAT1 signaling activation | activation (% of control), % at 5.5 µM | NIH 3T3 STAT1-luciferase reporter, IFN-gamma, luminescence; 100% = IFN-gamma alone, no compound | 200,000 tested, 2.6% active;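 active = activation above the screen-wide mean activation plus 3 SD, cut at about 130% in these data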;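 note: raw ratio to IFN-gamma control signal so 100% means no change and 0% no light; values of inactives mirror those of a sister screen read the other way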
STAT3 activator = increases IL-6 driven STAT3 reporter signal | activation (% of control), % at 5.6 µM | U3A cells, IL-6 STAT3-luciferase reporter, luminescence; 100% = signal with IL-6 EC80 alone | 190,000 tested, 0.91% active;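 active = activation above the screen-wide mean of compound activation plus 3 SD, cut at about 130% in these data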;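 note: 0% = background luminescence of wells with medium and substrate only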
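System – human U3A cells carrying STAT3-luciferase construct · Probe or stimulus – Interleukin-6, 33 ng/mL · Schedule – compound 1 h, then IL-6 6 h at 37 °C · Signal – luminescence from STAT3-driven luciferase reporter · Evaluation – percent of IL-6-only median luminescence · Benchmarks – IL-6-only high control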
NF-kB neuron act = raises NF-kB expression in human neuronal cells; AID 1239; fold change at 12.5 µM; 190,000 tested, 1.6% active; NF-kB reporter expression; active compounds read high; in the data active = fold change above about 3.3
TLR4-MyD88 BLA = blocks binding of human TLR4 to MyD88; O00206+Q99836; HeLa CL3-4 TLR4/MyD88 BLA complementation, FRET ratio; inhibition, % at 8.4 µM; 200,000 tested, 0.18% active; in the data active = inhibition above about 25%;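 note: 0% = vehicle and 100% = reference inhibitor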
Target sequence (O00206 whole entry, looked up): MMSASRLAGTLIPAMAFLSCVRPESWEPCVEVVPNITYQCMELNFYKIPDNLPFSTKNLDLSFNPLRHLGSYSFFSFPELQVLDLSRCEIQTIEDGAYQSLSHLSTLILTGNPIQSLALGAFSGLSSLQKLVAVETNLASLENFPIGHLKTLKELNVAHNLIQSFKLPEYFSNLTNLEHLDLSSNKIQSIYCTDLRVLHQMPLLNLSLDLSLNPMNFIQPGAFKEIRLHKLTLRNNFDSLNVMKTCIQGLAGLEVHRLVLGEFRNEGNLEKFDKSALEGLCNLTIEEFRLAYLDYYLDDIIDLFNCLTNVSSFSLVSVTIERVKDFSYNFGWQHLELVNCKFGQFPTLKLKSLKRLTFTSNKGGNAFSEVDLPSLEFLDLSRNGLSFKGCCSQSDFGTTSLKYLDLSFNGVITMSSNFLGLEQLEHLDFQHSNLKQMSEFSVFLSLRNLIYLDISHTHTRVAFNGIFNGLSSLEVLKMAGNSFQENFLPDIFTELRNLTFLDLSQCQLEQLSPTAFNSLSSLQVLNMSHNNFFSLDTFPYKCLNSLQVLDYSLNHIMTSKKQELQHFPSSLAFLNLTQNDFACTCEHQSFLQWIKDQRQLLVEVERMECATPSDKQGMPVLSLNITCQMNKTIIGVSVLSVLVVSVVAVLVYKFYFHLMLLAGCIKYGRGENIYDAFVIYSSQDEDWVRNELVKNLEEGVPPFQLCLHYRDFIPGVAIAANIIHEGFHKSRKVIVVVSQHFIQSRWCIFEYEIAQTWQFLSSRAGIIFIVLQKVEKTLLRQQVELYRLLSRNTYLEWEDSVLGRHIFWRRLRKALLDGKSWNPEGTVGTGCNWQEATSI
Target sequence (Q99836 whole entry, looked up): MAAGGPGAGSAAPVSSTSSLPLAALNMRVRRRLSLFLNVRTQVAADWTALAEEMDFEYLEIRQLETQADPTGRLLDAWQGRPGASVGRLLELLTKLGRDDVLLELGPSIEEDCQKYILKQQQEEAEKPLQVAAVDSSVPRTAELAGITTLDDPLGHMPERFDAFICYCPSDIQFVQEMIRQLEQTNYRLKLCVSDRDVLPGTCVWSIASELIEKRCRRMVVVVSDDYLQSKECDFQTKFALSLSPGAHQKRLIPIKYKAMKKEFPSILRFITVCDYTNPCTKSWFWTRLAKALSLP
STAT3 blocker = reduces IL-6 driven STAT3 reporter signal; 190,000 tested, 0.89% active; U3A cells, IL-6 STAT3-luciferase reporter, luminescence; host cell line lacks STAT1; AID 862; inhibition, % at 5.5 µM;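 active = inhibition above the mean inhibition across all screened compounds plus 3 SD, cut at about 44% in these data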;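 note: 0% = DMSO only wells and 100% = 100 µM nifuroxazide control wells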
* = called active by the depositor; . = not tested or not shown.

SMILES	STAT1 inh	APP 5'UTR act	Hsp70 activator	HMGR II inh	DTT redox prof	STAT1 activator	STAT3 activator	NF-kB neuron act	TLR4-MyD88 BLA	STAT3 blocker
CCOC(=O)C1(Cc2ccccc2)CCCN(C2CCN(C(C)=O)CC2)C1 (configuration not stated)	11	11	-0.4	4	-1.2	89	102	1.1	9	2
O=C(Nc1nc2ccccc2[nH]1)c1ccc(F)cc1	-3	107	-0.6	2	-0.8	103	39	2.7	-3	72*
CCOC(=O)c1c(N/N=C/c2ccncc2)n[nH]c1C	-12	24	-0.2	-2	-0.4	111	93	1.2	2	13
Nc1c(C(=O)Nc2ccc(Cl)c(Cl)c2)sc2nc(-c3cccnc3)ccc12	-5	2	-0.1	-8	-0.2	105	98	1.1	9	5
COCCNC(=S)c1ccc(OC)cc1	1	-2	0.0	1	0.2	99	97	1.3	-10	7
COCCNC(=S)N(CCc1c(C)[nH]c2ccccc12)Cc1ccco1	5	-15	-0.1	-3	-0.9	94	97	0.99	-6	5
O=C(NNC1=Nc2cccc3cccc1c23)c1ccccc1Br	-4	11	-0.3	2	1.9	104	91	1.3	-4	14
CCOc1ccc(NS(=O)(=O)c2cc(NC(=O)CCC(=O)c3cccs3)ccc2Cl)cc1	0	-4	-0.5	3	-0.7	97	97	0.76	15	8
COCCC(=O)N1CCCC(CCC(=O)NCc2ccc(F)c(F)c2)C1 (configuration not stated)	-2	21	-0.1	-2	0.4	100	107	1.7	6	-6
CC(C)(C)NC(=O)c1ccc(COCC(F)(F)F)o1	0	0	-0.3	1	1.1	100	102	1.1	-13	-1
Nc1nnnn1/N=C/c1cccc(O)c1	-5	-3	-0.2	-2	-0.2	104	130	1.1	-6	-22
CCOC(=O)c1cc(NC(=O)N2CCOCC2)c(C)nc1C	2	7	-0.4	-9	-3.0	98	106	1.7	0	-3
COC(=O)C1C(c2ccccc2)C(C(=O)N2CCOCC2)C1c1ccccc1 (configuration not stated)	0	-2	-0.3	-2	1.4	100	99	1.1	-7	6
Cc1ccc(Cn2nnc3c(=O)n(Cc4cc(C)ccc4C)cnc32)cc1	1	5	-0.3	2	1.0	100	106	1.1	-3	-3
CCOc1ccc(CCNC(=O)CCN2C(=O)COc3ccccc32)cc1OCC	0	10	-0.7	-2	-1.3	100	103	0.9	-15	4
O=C(Nc1nncs1)Oc1ccccc1	1	.	-0.3	2	0.8	103	102	1	2	0
C=CCN(Cc1nc(-c2cc(OC)ccc2OC)oc1C)C1CCS(=O)(=O)C1 (configuration not stated)	-3	-6	-0.5	-1	-0.6	102	98	1.2	2	6
Cc1ccc(NC(=O)CN2C(=S)NC(C)(C)CC2C)cc1Cl (configuration not stated)	7	11	-0.6	-3	-0.1	93	95	1.2	11	9
NC(=S)N/N=C/c1coc2cc(Cl)ccc2c1=O	-14	1	-0.5	-10	-0.1	113	99	1.2	0	0
Cc1ccc(N2C(=O)/C(=C\c3ccc(C(C)C)cc3)N=C2SC2CCOC2=O)cc1 (configuration not stated)	5	7	-0.1	-3	0.1	95	99	1.1	-13	0
O=C(CCN1C(=O)C2C3C=CC(C3)C2C1=O)N1CCN(c2ccccn2)CC1 (configuration not stated)	1	6	0.6	1	-3.8	99	111	0.8	4	-11
CNC(=O)c1cc2cc(OC)ccc2n1CCN(C)C	5	4	-0.2	0	13	95	102	1	5	-1
CC(C)(C)C1CCc2c(sc(NC(=O)c3cccs3)c2C(=O)N2CCCCC2)C1 (configuration not stated)	2	15	0.0	-2	0.9	98	102	0.82	-9	1
Cc1ccc(C(=O)Cn2c(C)cc(C)c(C#N)c2=O)cc1	-8	12	-0.3	1	0.5	108	93	1.1	-14	17
N#CCCn1cc(C(=O)O)c(-c2cc3ccccc3o2)n1	-3	2	0.0	0	-0.2	103	113	1.2	6	-5
More compounds
SMILES	STAT1 inh	APP 5'UTR act	Hsp70 activator	HMGR II inh	DTT redox prof	STAT1 activator	STAT3 activator	NF-kB neuron act	TLR4-MyD88 BLA	STAT3 blocker
O=C(CNS(=O)(=O)c1ccccc1F)Nc1ccc(N2CCOCC2)cc1	6	-2	0.1	-3	-1.7	94	110	1.2	6	-5
COC(=O)C1CCN(Cc2cc(=O)oc3cc(OC)ccc23)CC1	-11	-1	0.1	-4	1.8	110	109	1.1	-1	-9
CCn1cc(C(=O)N2CCN(c3cccc(Cl)c3)CC2)c2cc(OC)c(OC)cc2c1=O	-8	-4	-0.1	-2	0.3	107	104	0.72	5	-8
Cc1ccc(N2CC(C(=O)OCC(=O)Nc3ccccc3F)CC2=O)cc1 (configuration not stated)	4	10	-0.1	-2	-2.5	95	95	1.4	-4	13
Cc1cc(C)c(NC(=O)CCn2nnc3ccccc32)c(C)c1	-3	1	-0.1	3	-0.5	101	106	1.3	3	-5
COc1ccc(S(=O)(=O)NNC(=O)c2cc3ccccc3o2)cc1	0	-11	-0.2	-4	-0.1	100	93	0.82	6	11
CCCCn1c(N)c(NCC)c(=O)[nH]c1=O	-1	-1	-0.2	1	-2.6	100	95	1.3	-6	8
CCOC(=O)CSC1=C(C#N)C(c2ccco2)C(C(=O)OCc2ccccc2)=C(C)N1 (configuration not stated)	6	-17	-0.5	0	0.1	94	99	1.1	5	5
O=C(NCc1ccccc1Cl)C1CCN(S(=O)(=O)N2CCCCC2)CC1	6	14	-0.4	-4	0.1	94	100	1.4	-6	6
O=[N+]([O-])c1ccc(NC2CCN(Cc3ccccc3)CC2)c([N+](=O)[O-])c1	-2	3	-0.1	3	-0.8	100	107	0.81	4	-5
COc1cc2c(cc1OC)C(=S)NC(C)(C)C2	3	7	-0.2	-2	0.1	97	109	1	-3	-14
COc1cc2nc(C3CCC3)nc(N3CCN(c4ccccn4)CC3)c2cc1OC	2	21	0.2	-2	0.0	99	100	1.3	9	0
CCOc1ccc(N(CC(=O)NC2CCCCC2)C(=O)CSc2nnc(COc3ccccc3)o2)cc1	8	21	-0.2	-2	-0.7	88	96	1.1	7	8
O=C1OCCC1Sc1nc2ccccc2[nH]1 (configuration not stated)	8	3	-0.1	-9	-2.6	94	101	1	8	3
Cc1ccc(N(CC2CO2)S(=O)(=O)c2ccc(C)cc2)cc1 (configuration not stated)	-16	-11	0.1	0	-0.4	113	109	1.1	8	-7
CC1(C)Cc2c(C#N)c(N3CCOCC3)nc(Cc3ccccc3)c2CO1	2	-4	0.1	-8	1.7	98	106	0.67	-23	-4
COC(=O)c1nc(Cl)c(Cl)c(N)c1Cl	-6	37	-0.4	5	7.8	103	128	0.94	-4	-35
Cc1ccc(N=C2S/C(=C\c3cn(CC(=O)O)c4ccccc34)C(=O)N2C)cc1	-3	6	-0.3	-5	0.1	102	105	1.3	-11	-6
CC(=O)C1C(c2ccc(Cl)cc2)c2c(n[nH]c2C)CC1(C)O (configuration not stated)	2	25	0.0	-1	-1.3	96	100	1.6	-3	10
Cc1ccc(NC(=O)CC2CS(=O)(=O)CC2CC(=O)Nc2ccc(C)c(C)c2)cc1C (configuration not stated)	-2	0	-0.1	-4	8.1	102	96	1.5	-8	15
CC(=O)N/C(=N\OCc1ccccc1Cl)c1nonc1NC(C)=O	3	32	0.1	0	-0.3	97	101	0.98	-13	-4
Cc1ccc(OC(=O)CCN2C(=O)c3ccccc3C2=O)cc1C	-3	0	0.1	2	0.1	102	87	1.1	-6	25
CCC(C)NS(=O)(=O)c1ccc(F)c(C(=O)Nc2c(F)cc(F)cc2Br)c1 (configuration not stated)	1	4	0.0	-3	-0.8	99	98	1	-4	4
COc1ccc(S(=O)(=O)Nc2ccc(C)cc2)cc1OC	2	8	-0.5	-1	-3.9	98	97	0.95	-24	11
COc1ccc(N2C(=O)CCC2(C(N)=O)c2ccccc2)cc1 (configuration not stated)	3	3	0.0	-3	-1.1	96	102	1.2	-17	9

Single values from the entries so far:
Cc1cc(C)c(NC(=O)CCn2nnc3ccccc32)c(C)c1 @ TLR4-MyD88 BLA: 3
COc1ccc(S(=O)(=O)NNC(=O)c2cc3ccccc3o2)cc1 @ STAT1 activator: 100

(continued)
SMILES	STAT1 inh	APP 5'UTR act	Hsp70 activator	HMGR II inh	DTT redox prof	STAT1 activator	STAT3 activator	NF-kB neuron act	TLR4-MyD88 BLA	STAT3 blocker
COC(=O)/C(=N/Nc1cccc(C)c1)N1CCCc2ccccc21	-3	-5	-0.4	-1	0.0	103	111	1.1	-12	-6
CCCn1nnnc1NC(=O)c1cc(Cl)ccc1Cl	-1	4	-0.4	-2	0.3	101	79	0.98	-7	24
O=C1NCCCC1C(=O)NCCNC(=O)C(F)(F)F (configuration not stated)	-10	15	-0.4	-3	1.7	109	97	1.4	-6	9
CCN(CC)CCNC(=O)C1c2ccccc2C(=O)N(C)C1c1cn(C)c2ccccc12 (configuration not stated)	2	-2	-0.2	1	-1.2	98	95	1.3	10	13
CCN(CC)C(=O)CSc1nnc([C@H](CCSC)NC(=O)OC(C)(C)C)o1	3	3	0.3	4	0.3	98	102	1.2	10	1
CC(C)C(=O)Nc1ccc(NC(=O)c2ccco2)cn1	-11	26	0.1	-5	0.7	110	89	1.6	-12	19
O=C(Nc1ccccc1)Nc1ncc([N+](=O)[O-])s1	33	120	-0.4	-4	-0.7	68	56	4.1*	6	54*
O=C(NCCCN1CCCC1)c1ccc2c(Cl)c3c(nc2c1)CCCC3	0	18	-0.3	-2	-0.1	99	101	1.5	8	1
COc1ccccc1CNC(=O)COC(=O)C1=COCCO1	1	-14	-0.2	2	5.3	99	102	1.1	2	0
O=C(COc1ccc([N+](=O)[O-])cc1)NC(C(=O)O)C(O)c1cccc([N+](=O)[O-])c1 (configuration not stated)	-2	-2	-0.1	2	0.8	100	103	1.2	-8	2
CC1=CC(C)C2COC(c3ccc[n+](C)c3)C1C2C (configuration not stated)	-2	3	-0.3	-4	-0.3	102	100	0.88	9	-2
CSCCC(=O)Nc1ccc(C(C)=O)cc1	-12	30	0.0	-5	1.4	111	114	1.9	-7	-13
COc1ccc(S(=O)(=O)Nc2cc([N+](=O)[O-])ccc2OC)cc1	1	-7	-0.2	-1	1.9	100	104	2.5	-4	-8
Cc1ccc(NC2=C(NCCO)C(=O)c3ccccc3C2=O)cc1	0	29	-0.3	-3	-0.7	100	122	1.2	-7	-24
CCOC(=O)CC1C(=O)NCCN1S(=O)(=O)c1ccc(Cl)cc1Cl (configuration not stated)	1	-1	-0.1	-2	1.5	99	100	1.1	12	11
N#Cc1cc2c(nc1SCc1cccnc1)CCC2	-5	8	-0.3	-2	5.0	104	101	1.1	-2	1

Part of the list above in order of molar mass, ascending:
SMILES	STAT1 inh	APP 5'UTR act	Hsp70 activator	HMGR II inh	DTT redox prof	STAT1 activator	STAT3 activator	NF-kB neuron act	TLR4-MyD88 BLA	STAT3 blocker
O=C(Nc1ccccc1)Nc1ncc([N+](=O)[O-])s1	33	120	-0.4	-4	-0.7	68	56	4.1*	6	54*
CC(C)C(=O)Nc1ccc(NC(=O)c2ccco2)cn1	-11	26	0.1	-5	0.7	110	89	1.6	-12	19
CCCn1nnnc1NC(=O)c1cc(Cl)ccc1Cl	-1	4	-0.4	-2	0.3	101	79	0.98	-7	24
O=C(COc1ccc([N+](=O)[O-])cc1)NC(C(=O)O)C(O)c1cccc([N+](=O)[O-])c1 (configuration not stated)	-2	-2	-0.1	2	0.8	100	103	1.2	-8	2
